Screening data deposited in PubChem by Southern Research Specialized Biocontainment Screening Center.
NS5 inhibitors: Dengue-2 NS5 methyltransferase inhibitors, primary screen, biochemical, confirmation dose response (AID 588689). one-dose inhibition, % at 25 µM; IC50 in µM for titrated hits. Dengue-2 NS5 methyltransferase capping enzyme assay, biochemical; higher % means a stronger effect. hit rate 0.3% among 340,000; in the data active = a potency from the dose series
NS5 inhibitors pilot replicate: also measured in NS5 inhibitors; calls as there; inhibition, %; measured here: pilot screen replicate inhibition
An asterisk follows results filed as active.

SMILES	NS5 inhibitors	others
c1ccc(-c2cc3ccccc3cn2)cc1	0.7%
O=C(COC(=O)C12CC3CC(CC(O)(C3)C1)C2)Nc1ccc(Cl)cc1F	2.2%
O=C(NCCCc1ccccc1)c1cccc(NC(=O)C2CCC2)c1	0.7%
COC(=O)C1(C)NC(c2cccc(C)c2)C2C(=O)N(c3ccccc3)C(=O)C21 (stereo unspecified)	2.3%
NC(=O)C1CCN(C(=O)c2cn(-c3ccccc3)nc2-c2cccnc2)CC1	-2.9%
CCOc1ccc(S(=O)(=O)N(CC)CC)cc1NC(=O)CSCc1c(C)noc1C	-4.4%
Cc1cc(C)c(S(=O)(=O)N2CCN(C(=O)C3COc4ccccc4O3)CC2)c(C)c1 (stereo unspecified)	-12.5%
COc1ccc(C(=O)NCCS(=O)(=O)NCc2cccnc2)cc1	1.5%
Cn1cnnc1SCc1ccc(C(=O)N/N=C(/CCC(=O)O)c2ccc(C(C)(C)C)cc2)cc1	5.4%
COCCN(CCOC)S(=O)(=O)NC[C@H]1O[C@@H](n2cnc3c(N)ncnc32)[C@H](O)[C@@H]1O	-4.3%	NS5 inhibitors pilot replicate=-1.5

Next part, starting with the last six of the part before.
SMILES	NS5 inhibitors	others
NC(=O)C1CCN(C(=O)c2cn(-c3ccccc3)nc2-c2cccnc2)CC1	-2.9%
CCOc1ccc(S(=O)(=O)N(CC)CC)cc1NC(=O)CSCc1c(C)noc1C	-4.4%
Cc1cc(C)c(S(=O)(=O)N2CCN(C(=O)C3COc4ccccc4O3)CC2)c(C)c1 (stereo unspecified)	-12.5%
COc1ccc(C(=O)NCCS(=O)(=O)NCc2cccnc2)cc1	1.5%
Cn1cnnc1SCc1ccc(C(=O)N/N=C(/CCC(=O)O)c2ccc(C(C)(C)C)cc2)cc1	5.4%
COCCN(CCOC)S(=O)(=O)NC[C@H]1O[C@@H](n2cnc3c(N)ncnc32)[C@H](O)[C@@H]1O	-4.3%	NS5 inhibitors pilot replicate=-1.5
CCOc1ccc(N2CC(C(=O)NNC(=O)c3ccc(Br)cc3)CC2=O)cc1 (stereo unspecified)	-0.7%
O=C(CNC(=O)c1ccccc1F)NCCN1C(=O)S/C(=C\c2ccc3c(c2)OCO3)C1=O	-1.4%
O=C(CSc1nnc(Nc2ccccc2)s1)NC1CCCC1	-1.1%
O=C(COC(=O)Cc1ccc(Cl)c(Cl)c1)Nc1ccc2[nH]c(=O)[nH]c2c1	4.4%
CC1CCN(C(=O)c2nc[nH]c2C(=O)N2CCC(C)CC2)CC1	-3.4%
COC1=CC(=O)OC(c2ccc(OC)cc2)C1 (stereo unspecified)	-3.1%
Cc1cn(CC(=O)NCC(c2ccccc2)c2ccccc2)c(=O)[nH]c1=O	-3.9%
CCOC(=O)c1ccccc1NC(=O)C1=COCCO1	-10.9%
Cc1ccc(CN(C)C(=O)COC(=O)CSc2ccc([N+](=O)[O-])cc2)cc1	-8.0%
O=C(NCCc1cn[nH]c1)c1ccc2oc(CCc3ccccc3)nc2c1	-2.8%
COc1ccccc1CN(C)C(=O)CN1CCN(CC(=O)Nc2ccccc2Cl)CC1	-5.2%
O=C(CC(=O)c1ccccc1)Nc1ccc([N+](=O)[O-])cc1	-10.1%
CC(C)COc1ccc(C(=O)Nc2cc(S(=O)(=O)N3CCOCC3)ccc2N2CCCC2)cc1	-9.2%
COc1ccc(CC(=O)Nc2cc(C)ccn2)cc1OC	9.2%
OC(COc1ccc(-c2ccccc2)cc1)CN1CCCCC1 (stereo unspecified)	-5.1%
CCCCCCn1c(=O)n2n(c1=O)C[C@]1(OC(=O)NCc3ccccc3F)CN(S(=O)(=O)c3ccc(C)cc3)C[C@]1(O)C2	-5.7%
Cc1ccccc1NC(=O)c1cccc(C(=O)Nc2ccccc2C)c1	0.0%
CCOc1ccccc1NC(=O)C(OC(=O)c1ccc(NC(=O)CC#N)cc1)c1ccccc1 (stereo unspecified)	-15.1%
Cc1noc(C)c1NC(=O)N(C)C[C@@H]1OCc2cn(nn2)CCCC(=O)N([C@H](C)CO)C[C@H]1C	1.2%
CN(CC(=O)Nc1cccc(F)c1)C(=O)CCCn1c(=O)oc2ccccc21	1.5%
CNC(=O)OCc1nc(SSC(C)(C)C)n(C)c1COC(=O)NC	-13.7%
COc1ccc2ccc(O)c(CN3CCN(S(=O)(=O)c4cccc(C(F)(F)F)c4)CC3)c2c1	1.1%
O=C(COC(=O)C1CC(=O)N(Cc2ccco2)C1)Nc1nc(-c2ccc(F)cc2)cs1 (stereo unspecified)	1.1%
CC1=CC(c2ccccc2)=NS(=O)(=O)N1	2.3%	NS5 inhibitors pilot replicate=-1.5
NNC(=O)c1cc(NS(=O)(=O)c2cccs2)cc(NS(=O)(=O)c2cccs2)c1	0.4%
COC(=O)c1cc(C(=O)OCC(=O)N2CCCCC2)cc([N+](=O)[O-])c1	0.8%
O=C1C=C(c2ccc(Oc3ccccc3)cc2)C[C@@H](c2ccc(F)cc2)C1	-1.6%
CCN(CC)c1ccc(C(=O)NNC(=O)CNC(=O)c2ccco2)cc1	-2.9%
COc1cc(OC)cc(C(=O)NNC(=O)CCC2CCCC2)c1	0.7%
CC(Oc1ccc(-c2nnco2)cc1)C(=O)N1CCOCC1 (stereo unspecified)	5.1%
Cc1cc(C)cc(S(=O)(=O)Cc2noc(C(=O)NCc3ccccc3)c2C(=O)NCc2ccccc2)c1	-3.4%
CC1C(=O)N(Cc2cn(CC3CCCCC3)nn2)CCS(=O)(=O)N1Cc1ccc(-c2cccc(CO)c2)cc1 (stereo unspecified)	-0.6%
Cc1ccc(C(=O)OCC(=O)NCC2COc3ccccc3O2)cc1 (stereo unspecified)	-0.7%
CSCCC(NC(=O)c1ccc(Cl)cc1Cl)C(=O)OC(C)C(=O)NCc1ccco1 (stereo unspecified)	-3.7%
CCC(=O)c1ccc(OC(=O)C2CCN(C3=NS(=O)(=O)c4ccccc43)CC2)cc1	-1.5%
Cc1ccc(S(=O)(=O)N2CCCCC2)cc1NC(=O)c1nn(C)c(=O)c2ccccc12	0.0%
N#Cc1ccc(COC(=O)CN2C(=O)NC3(CCCC3)C2=O)cc1	-2.9%
CC(Sc1nnc(Cc2ccccc2)o1)C(=O)Nc1ccccc1[N+](=O)[O-] (stereo unspecified)	0.0%
O=C(CCl)N1c2ccccc2Sc2c1ccc1ccccc21	23.4%
COc1ccc(NC(=O)COC(=O)C2CCN(S(=O)(=O)c3cccs3)CC2)cc1OC	1.6%
Cc1ccc(S(=O)(=O)Nc2ccc(F)cc2)cc1C(=O)N1CCOCC1	-7.4%
CC(C)c1ccc(NC(=O)CN2C(=O)NC3(CCCCCCC3)C2=O)cc1	-4.0%
O=C1CC(c2ccccc2)C(c2ccccc2)=NN1 (stereo unspecified)	-7.8%
Cn1c(N)c(C(=O)COC(=O)/C=C/c2ccccc2F)c(=O)n(C)c1=O	-6.6%
O=C(COC(=O)/C=C/c1ccccc1)NC1CCS(=O)(=O)C1 (stereo unspecified)	-12.2%
COc1cccc2sc(N3CCN(C(=O)C4COc5ccccc5O4)CC3)nc12 (stereo unspecified)	0.7%
Cc1cc(NC(=O)COC(=O)C2CC2)ccc1Br	-5.5%
COc1ccc(OCC(=O)OCC(=O)NCC2CCCCC2)cc1	-2.6%
CCOc1ccc(NC(=O)C2=NN(c3ccccc3)C(=O)CC2)cc1S(=O)(=O)N1CCCCC1	-4.4%
Cc1cccc(C)c1NC(=O)CNC(=O)c1cnccn1	-3.1%

The list continues:
SMILES	NS5 inhibitors	others
Cc1cccn2c(=O)nc(SCC(=O)N3CCC(C)CC3)nc12	5.8%
Cc1ccc(C(=O)CCC(=O)OCC(=O)NNC(=O)c2ccc([N+](=O)[O-])cc2)cc1	-4.8%
COc1cccc(C(=O)O)c1OS(=O)(=O)c1ccc(C)cc1	-2.9%
CCN(C(=O)COC(=O)CCCOc1ccc(Cl)cc1C)c1c(N)n(Cc2ccccc2)c(=O)[nH]c1=O	-7.3%
CC(C)Oc1ccc(S(=O)(=O)N2CCOCC2)cc1NC(=O)c1cc([N+](=O)[O-])ccc1N1CCOCC1	-7.4%
Cn1cncc1C#Cc1c(-c2ccsc2)sc2ccccc12	-6.8%
O=S(=O)(Nc1cccc2ncccc12)c1cccc(C(F)(F)F)c1	9.6%
CCCCCC(=O)N1CCN(S(=O)(=O)c2ccc3c(c2)OCCCO3)CC1	0.7%
COc1ccc(NC(=O)CN(C)C(=O)CCCc2nc3ccccc3s2)cc1	5.8%
COc1ccc(CC(=O)N/N=C/c2ccc(C)s2)cc1	1.5%
CC(C)(C)NC(=O)C[C@H]1C[C@H](C(=O)N2CCOCC2)[C@@]2(CCC3CCCC3)c3[nH]c4ccc(Cl)cc4c3CCN2C1=O	-7.6%	NS5 inhibitors pilot replicate=-1.8
C=CCOc1ccc(/C=C/C(=O)OCC(=O)NCc2cccc(OC)c2)cc1	-3.7%
CCCC(C)C(=O)Nc1cc(S(=O)(=O)N2CCCCC2)ccc1N1CCOCC1 (stereo unspecified)	-1.1%
CCCc1cc(=O)[nH]c(SCC(=O)Nc2cccc(S(=O)(=O)N3CCCCC3)c2)n1	-0.7%
COc1ccc(N2CCN(C(=O)COC(=O)c3ccc(CSC)o3)CC2)cc1	-0.7%
Cc1ccc(-n2nc(C)c(C(=O)Nc3cccc(C(=O)NC4CC4)c3)n2)c(C)c1	3.6%
NC(=O)c1cc(NC(=O)COC(=O)CCCN2C(=O)c3cccc4cccc(c34)C2=O)cc(C(N)=O)c1	-10.1%
Cc1nn(-c2ccccc2)c(C)c1NC(=O)COc1cc(F)ccc1[N+](=O)[O-]	6.0%
O=C(C1=C(O)C(=O)N(Cc2cccnc2)C1c1cccc(Oc2ccccc2)c1)c1ccco1 (stereo unspecified)	-0.8%
CC(C)(C)N1CC23C=CC(C[C@@H]2C1=O)O3 (stereo partly specified)	-4.8%
CCCCn1c(N)c(N(CC(C)C)C(=O)C2CCN(S(=O)(=O)c3ccccc3)CC2)c(=O)[nH]c1=O	5.8%
CCN(CC)S(=O)(=O)c1ccc(N2CCCC2)c(NC(=O)CSCc2c(C)noc2C)c1	-2.9%
CC1CC(=O)Nc2ccccc2N1C(=O)COc1ccc2ccccc2c1 (stereo unspecified)	-4.8%
O=C(CCCOc1ccccc1)Nc1ccc(Cl)c(S(=O)(=O)N2CCOCC2)c1	7.8%
O=C(OCC(=O)N1CCOCC1)c1cccc(S(=O)(=O)Nc2ccc(F)cc2)c1	-6.9%
Nc1c(C(=O)CSc2nnc(Cc3ccccc3)o2)c(=O)[nH]c(=O)n1C1CC1	-4.1%
Cc1ccccc1C(=O)NNC(=O)C1CC(=O)N(Cc2ccccc2)C1 (stereo unspecified)	7.9%
COC(=O)C1CCN(C(=O)c2ccc(OC)c(S(=O)(=O)N3CCCc4ccccc43)c2)CC1	4.7%
COc1ccccc1NC(=O)c1ccc(NC(=O)COC(=O)c2ccc(O)cc2)cc1	0.0%
CSCC[C@H](NC(=O)c1cccc(S(=O)(=O)N2CCCCC2)c1)c1nc2ccccc2[nH]1	-5.4%
CCC(=O)N1N=C(c2ccc(NS(=O)(=O)c3ccccc3)cc2)CC1c1ccco1 (stereo unspecified)	-0.8%
CC(C)NC(=O)N(C)C[C@H]1Oc2ccc(NC(=O)C3CCCCC3)cc2C(=O)N([C@H](C)CO)C[C@@H]1C	-1.6%
CCOc1ccc(NS(=O)(=O)c2cc(C(=O)N3CC(C)OC(C)C3)ccc2C)cc1 (stereo unspecified)	-5.9%
COc1ccccc1C(C)NC(=O)CCNC(=O)c1ccc(Cl)cc1 (stereo unspecified)	-7.3%
CC(CNC(=O)Cn1cnc2c(NCc3ccccc3)ncnc21)c1ccccc1 (stereo unspecified)	-0.7%	NS5 inhibitors pilot replicate=-3.4
COC(=O)[C@@]12CCCCN1[C@H](c1ccc(-c3ccc(C(C)=O)cc3)cc1)[C@H]1C(=O)N(C)C(=O)[C@H]12	11.2%
O=C(CSc1ccc(S(=O)(=O)N2CCOCC2)cn1)Nc1ccc(F)c(F)c1	6.8%
COCCN(C(=O)C1CCCO1)c1c(N)n(CC(C)C)c(=O)[nH]c1=O (stereo unspecified)	-5.5%
COc1ccc(OC)c(S(=O)(=O)N2CCN(C(=O)c3cc(C4CC4)nn3-c3ccccc3)CC2)c1	-9.9%
O=C1N[C@@H](c2ccccc2)COC(=O)[C@@H](Cc2ccc(F)cc2)C/C=C\C[C@@H]1CC(=O)N(CCO)Cc1ccccc1	4.7%

Some of these compounds in order of SMILES length, lowest first:
SMILES	NS5 inhibitors	others
CC(CNC(=O)Cn1cnc2c(NCc3ccccc3)ncnc21)c1ccccc1 (stereo unspecified)	-0.7%	NS5 inhibitors pilot replicate=-3.4
COc1ccc(OC)c(S(=O)(=O)N2CCN(C(=O)c3cc(C4CC4)nn3-c3ccccc3)CC2)c1	-9.9%
O=C1N[C@@H](c2ccccc2)COC(=O)[C@@H](Cc2ccc(F)cc2)C/C=C\C[C@@H]1CC(=O)N(CCO)Cc1ccccc1	4.7%

Going on with the list:
SMILES	NS5 inhibitors	others
CC(C)CC1NC(=O)N(CC(=O)Nc2ccc(OCc3ccccc3)cc2)C1=O (stereo unspecified)	-4.4%
CCOc1ccc(NC(=O)COC(=O)c2cc([N+](=O)[O-])ccc2N2CCOCC2)cc1	3.6%
CCOc1ccc(S(=O)(=O)NCCC(=O)N(C)CC(=O)Nc2ccc(N3CCOCC3)cc2)cc1	5.2%
Cc1ccc(/C=C/C(=O)OCC(=O)Nc2cccnc2Cl)o1	3.2%
Cn1c(CC(=O)NNC(=O)c2ccccc2[N+](=O)[O-])nc2ccccc21	5.3%
COc1ccc(Cl)c2sc(N(CCN(C)C)C(=O)c3ccc4c(c3)OCCO4)nc12	-2.2%

Five compounds drawn at random from the list so far:
SMILES	NS5 inhibitors	others
COCCN(CCOC)S(=O)(=O)NC[C@H]1O[C@@H](n2cnc3c(N)ncnc32)[C@H](O)[C@@H]1O	-4.3%	NS5 inhibitors pilot replicate=-1.5
COc1ccc(OC)c(S(=O)(=O)N2CCN(C(=O)c3cc(C4CC4)nn3-c3ccccc3)CC2)c1	-9.9%
Cc1noc(C)c1NC(=O)N(C)C[C@@H]1OCc2cn(nn2)CCCC(=O)N([C@H](C)CO)C[C@H]1C	1.2%
CCOc1ccc(S(=O)(=O)N(CC)CC)cc1NC(=O)CSCc1c(C)noc1C	-4.4%
Cc1ccccc1NC(=O)c1cccc(C(=O)Nc2ccccc2C)c1	0.0%

A portion of the library, so the mix of outcomes need not match the whole.
